# Screening results as filed in PubChem BioAssay.
# DENV2 CPE rescue: inhibitors of DENV2 cytopathic effect; AID 651640; DENV2-infected cells, cytopathic effect rescue, plate reader; 1.7% of 350,000 active; CPE inhibition, % at 9.99 µM; in the data active = CPE inhibition above about 20%, passing the limit was not always enough; inconclusive = no clear call, values can overlap the other calls; tested in BHK-21 cells;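 note: 0% = median of neutral control wells and 100% = median of positive control wells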
# EWS-Fli block: EWS/Fli transcriptional activity inhibition. inhibition, % at 12.6 µM. AID 651661. 0.67% of 350,000 active. A673 NR0B1-luciferase reporter, viability-normalised;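 active = mean inhibition of at least 50% after viability correction, with every replicate also passing that limit; inconclusive = mean reaches 50% but only one of two replicates passes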;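 note: firefly luciferase signal divided by Alamar Blue viability fluorescence both relative to DMSO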
# INS-1E GSIS act: primary screen for activators of insulin secretion dependent on glucose, INS-1E cells, GLuc reporter luminescence | INS-1E GLuc reporter insulin secretion, 2-3 h | activation, % at 16.6 µM | 0.61% of 370,000 active | AID 743287;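 active = lowest replicate activation of at least 40%, so every replicate reaches that level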;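 note: 0% = median of neutral control wells and 100% = median of IBMX positive control wells; some compounds called inactive have numbers as strong as hits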
# CFTR F508del cor: CFTR F508del correction in bronchial cells; 0.36% of 350,000 active; AID 720511; activity (quench increase), % at 7.58 µM; CFBE cells, YFP halide quenching; stimulated with forskolin plus potentiator P3; % fluorescence drop versus neutral controls;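 active = mean added fluorescence quench of at least 8% versus neutral control, with both replicates also reaching 8%; inconclusive = only one of the mean or replicate conditions met; inactive = mean below 8% and not both replicates reaching 8%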;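 note: cells transiently co-express mutant CFTR-F508del with the halide-sensitive YFP; corrector assay measuring rescue of mutant channel to the surface after 24 h compound exposure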
# PAX8 reporter: lowers PAX8-driven luciferase in RMG-I cells; inhibition, % at 12.6 µM; RMG-I TPO-luciferase reporter, SteadyGlo, 24 h; 1.2% of 360,000 active; AID 652154;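 active = mean replicate inhibition at least 60% with every replicate also reaching 60%; inconclusive = only one of the two criteria is met; inactive = mean below 60% and not all replicates reaching 60%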;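 note: luciferase light reporting Pax8 driven TPO promoter activity; plate controls were median of neutral control wells for no effect and mitoxantrone controls for full effect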
# FN deposition inh: fibronectin deposition inhibition; AH1F fibroblasts, Alexa488-fibronectin deposition fluorescence, overnight; AID 743247; inhibition, % at 12.6 µM; 0.086% of 350,000 active;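 active = mean inhibition across replicates of 30% or more, regardless of how many single replicates reach that level; inconclusive = mean under 30% yet at least half of replicates reach 30%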;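 note: positive control wells lacked labelled fibronectin entirely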
#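 Measured by – fluorescence 485/525 nm · System – AH1F fibroblast monolayer, labelled fibronectin deposition · Amount – 10000 cells per well · Buffer or medium – serum-reduced DMEM (2% serum) · Doses – single dose, pinned · Also added – fluorescent fibronectin at 24 nM final · Schedule – 1 h cell attachment, overnight exposure to compound and label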
# miR122 inh: blocks miR-122 activity in Huh7 sensor cells | Huh7 miR-122 Renilla luciferase sensor, 48 h; neutral wells = 0, positive control = 100 | activation (reporter increase), % at 12.5 µM | 0.3% of 340,000 active | AID 602342;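 active = mean replicate activation score at least 90 and every replicate individually at or above 90; inconclusive = only one of the two criteria met; inactive = neither criterion met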;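 note: higher luciferase means less miR-122 activity so hits act as miR-122 inhibitors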
# * hit, by the source's call; ? = inconclusive; . = not tested or not shown; & = joins results of further samples; [ ] = dose if it differs, or a comment. Hits appear at their usual frequency; 3.9% or so of the library scored in one or more.
# The first 5 entries, to show the layout:
SMILES,DENV2 CPE rescue,EWS-Fli block,INS-1E GSIS act,CFTR F508del cor,PAX8 reporter,FN deposition inh,miR122 inh
Cc1noc(C)c1S(=O)(=O)Nc1cccc2c1O[C@@H](CN(C)C(=O)Nc1ccc(C(F)(F)F)cc1)[C@@H](C)CN([C@H](C)CO)C2=O,15,41,-15,2.9,.,.,-2[16.7 µM]
Cn1c(=O)[nH]c(=O)c2c1nc(SCCC(=O)O)n2Cc1cccc(Br)c1,0,8,6,0.3,14,-2,0
CC(=O)Nc1ccc(CN(C)c2c(C)nc3ccc(C(=O)Nc4ccc(Cl)c(Cl)c4)cn23)cc1,?,-8,7,0.7,-9,13,0
COc1cccc2cc(C(=O)Nc3ccccc3C)/c(=N/O)oc12,6,-33,-8,4.0,-39,2,1
CC1(C)Cc2c(sc(NC(=O)c3ccco3)c2C(=O)O)CO1,4,-39,4,-0.3,.,.,.

# Main list, previewed entries included:
SMILES,DENV2 CPE rescue,EWS-Fli block,INS-1E GSIS act,CFTR F508del cor,PAX8 reporter,FN deposition inh,miR122 inh
Cc1noc(C)c1S(=O)(=O)Nc1cccc2c1O[C@@H](CN(C)C(=O)Nc1ccc(C(F)(F)F)cc1)[C@@H](C)CN([C@H](C)CO)C2=O,15,41,-15,2.9,.,.,-2[16.7 µM]
Cn1c(=O)[nH]c(=O)c2c1nc(SCCC(=O)O)n2Cc1cccc(Br)c1,0,8,6,0.3,14,-2,0
CC(=O)Nc1ccc(CN(C)c2c(C)nc3ccc(C(=O)Nc4ccc(Cl)c(Cl)c4)cn23)cc1,?,-8,7,0.7,-9,13,0
COc1cccc2cc(C(=O)Nc3ccccc3C)/c(=N/O)oc12,6,-33,-8,4.0,-39,2,1
CC1(C)Cc2c(sc(NC(=O)c3ccco3)c2C(=O)O)CO1,4,-39,4,-0.3,.,.,.
O=C(CC(=O)NN=C1CCCCCC1)NCc1cccnc1,1,6,.,3.0,13,.,.
O=C(NCC[C@H]1CC[C@H](NC(=O)c2cnccn2)[C@H](CO)O1)Nc1ccc(Cl)cc1,-13,-41,-26,-1.4,-48,.,.
CN(C)C(CNC(=O)c1ccc(S(=O)(=O)Nc2ccccc2)cc1)c1ccco1 (stereo not drawn),-6,-5,1,-2.9,2,2,-5
CC(C)NC(=O)N(C)C[C@H]1Oc2ncc(C#CC3(O)CCCC3)cc2C(=O)N([C@H](C)CO)C[C@@H]1C,?,2,18,-3.0,.,-1,8[16.7 µM]
C=C(C)Cn1c(=O)c2c(nc3n2CCCN3Cc2ccccc2)n(C)c1=O,2,5,-3,1.8,21,-18,-7
CCC(=O)Nc1ccc2c(c1)OC[C@@H](C)N(Cc1cccc(F)c1)C[C@@H](C)[C@H](OC)CN(C)C2=O,-1,5,-19,-1.2,4,-1,-11[16.7 µM]
COc1ccc(NC(=O)N(C)C[C@@H]2Oc3c(NC(=O)Nc4c(C)noc4C)cccc3C(=O)N([C@@H](C)CO)C[C@@H]2C)cc1,8&-7,2&-3,10&-2,0.3&2.0,-7,0,3[16.7 µM]
CN(C)S(=O)(=O)c1ccc2oc(SCC(=O)c3c(N)n(C4CC4)c(=O)[nH]c3=O)nc2c1,-6,13,16,-2.1,-7,1,.
Cc1cc(C)nc(NC(=NCCc2c[nH]c3ccccc23)NC(=O)C(C)(C)C)n1,-1,23,-19,-3.5,3,1,1
CN(C)c1nc(NCc2ccccc2)nc(N/N=C/c2ccc(Br)cc2)n1,?,-13,14,-0.9,1,-3,.
Cc1cccc(C(=O)OCC(=O)N(C)c2ccccc2)c1C,13,-10,7,2.4,-7,0,-4
C[C@H](CO)N1C[C@H](C)[C@H](CN(C)C)Oc2ccc(NC(=O)Cc3cn(C)c4ccccc34)cc2CC1=O,-2,-12,20,-2.1,-2,-2,5[16.7 µM]
C/C(=N\N=C(N)N)c1cccc(Cl)c1,1,-2,27,.,-13,-6,2
Cc1c(C(c2cccc(Br)c2)c2c(C)n(C)n(-c3ccccc3)c2=O)c(=O)n(-c2ccccc2)n1C,-2,3,-18,1.5,12,1,.
CCC(=O)N1[C@H](CO)[C@@H](c2ccc(-c3cccc(F)c3)cc2)[C@@H]1CN(C)C(C)=O,34*,6,-4,-2.3,-2,.,29[16.7 µM]
CCCNC(=O)[C@@H]1[C@@H](CO)[C@@H]2Cn3c(ccc(C4=CCCC4)c3=O)[C@@H]2N1C(=O)CC,15,-4,12,-1.4,-11,.,-8[16.7 µM]
O=C(c1ccc(Br)c(S(=O)(=O)N2CCOCC2)c1)N1CCN(C/C=C/c2ccccc2)CC1,-11,16,-33,2.3,13,5,-5
O=C(c1ccc(NC(=S)NCc2ccc(Cl)cc2)cc1)N1CCCCC1,2,7,-3,0.0,8,-5,-1
Cc1ccc(C)c(NC(=O)Cn2nnc(C(=O)NCc3cccs3)c2N)c1,.,.,9,.,.,10,-4
CO[C@@H]1CN(C)C(=O)c2cc(NC(=O)CC(F)(F)F)ccc2OC[C@H](C)NC[C@H]1C,14,21,9,0.8,.,-8,.
# Additional compounds
SMILES,DENV2 CPE rescue,EWS-Fli block,INS-1E GSIS act,CFTR F508del cor,PAX8 reporter,FN deposition inh,miR122 inh
C[C@H](O)C#Cc1cnc2c(c1)C(=O)N([C@@H](C)CO)C[C@@H](C)[C@H](CN(C)CC1CCOCC1)O2,3,-5,16,1.3,-8,2,-8[16.7 µM]
CC(=O)Nc1nonc1-c1nc2ccccc2n1C,-6,-3,8,-0.7,-28,3,2
CCN(CC)S(=O)(=O)c1ccc(OCC2CCCCO2)c([N+](=O)[O-])c1 (stereo not drawn),2,7,-10,-5.9,-12,1,-6
NNC(=O)c1cccc(S(=O)(=O)Nc2cccc(C(F)(F)F)c2)c1,6,2,0,0.4,0,11,11
O=C(O)CC1S/C(=N/N=C/c2ccc(-c3ccc(Cl)cc3[N+](=O)[O-])o2)NC1=O (stereo not drawn),.,.,.,.,25,1,-2
CN(C)CC#Cc1ccc([C@@H]2[C@H](CO)N3CCCCN(C(=O)Nc4cc(F)ccc4F)C[C@@H]23)cc1,-14,-7,2,0.4,1,.,-9[16.7 µM]
Cc1noc(C)c1NC(=O)N(C)C[C@H]1OCCCC[C@@H](C)Oc2ccc(NS(=O)(=O)c3ccc(F)cc3)cc2C(=O)N([C@@H](C)CO)C[C@H]1C,0,-5,11,0.5,-5,-4,17[16.7 µM]
CCCC(=O)Nc1ccc2c(c1)OC[C@@H](C)N(Cc1ccc(-c3ccccn3)cc1)C[C@@H](C)[C@H](OC)CN(C)C2=O,15,-12,-22,-1.9,.,-1,6[16.7 µM]
Nc1c(C(=O)N2CCOCC2)oc2ccccc12,-4,.,-4,-3.8,-7,-3,.
O=C(CSc1nnc(NC(=O)c2ccccc2F)s1)Nc1ccccc1F,7,-37,5,-2.1,-16,-1,.
COCCN1Cc2cc(C(=O)OC)c3c(c2C1=O)c1cc(F)ccc1n3C(=O)c1ccccc1,12,1,6,-1.0,4,-10,.
Cc1cc(C(F)(F)F)n2nc(-c3cnn(C)c3C(F)(F)F)c(Br)c2n1,8,12,32,-1.6,-1,4,3
Cc1nn2c3c(cnc2c1-c1ccc(Cl)cc1)C(=O)CC(c1ccco1)C3 (stereo not drawn),.,.,.,.,5,-1,-6
CS(=O)(=O)N(Cc1ccccc1)c1ccc(C(=O)NCC2CCCO2)cc1 (stereo not drawn),.,.,10,.,3,.,-5
COc1ccccc1N(C(=O)CNC(=O)c1ccco1)C(C(=O)NC1CCCCC1)c1ccncc1 (stereo not drawn),6,5,10,-3.0,10,-2,2
COc1ccc(NS(=O)(=O)c2ccc(O)c(C(=O)OCC(=O)NC3CCCCC3)c2)cc1,.,2,-7,-0.6,14,-9,-3
COc1cccc(CC(=S)N2CCOCC2)c1,.,-4,-2,-4.8,23,3,1
COc1cc(C(C)=O)ccc1OCC(=O)Nc1cc(C)on1,13,-11,-3,0.5,-133,5,-14
CC1(C(=O)NS(=O)(=O)c2ccc3ccccc3c2)CCN1C(=O)C1(c2ccc(Cl)cc2)CCC1 (stereo not drawn),1,0,19,-0.6,2,-2,4
CC(=O)NCCc1cnc[nH]1,-7,-4,1,-2.1,.,.,1
C/C=C/c1ccc([C@H]2[C@@H](CO)N(Cc3cncnc3)C23CN(C(=O)COC)C3)cc1,15,-5,16,2.3,-3,-7,.
Cc1ccccc1OCCNc1cc(N2CCN(CCO)CC2)ccc1[N+](=O)[O-],.,.,-26,.,-27,9,.
O=C(O)c1ccccc1C(=O)Nc1ccccc1[N+](=O)[O-],-4,5,8,-0.4,-2,8,0
CN(C)CCN(Cc1ccco1)c1ccccn1,10,-5,12,-1.1,-7,5,4
Cc1ccc(-c2cc(C(=O)NCCCN3CCOCC3)c3ccccc3n2)cc1,-2,-6,15,-0.9,-11,0,26
# Later entries
SMILES,DENV2 CPE rescue,EWS-Fli block,INS-1E GSIS act,CFTR F508del cor,PAX8 reporter,FN deposition inh,miR122 inh
O=C(CCC(=O)N1CCOc2ccc(Cl)cc21)NCCCN1CCN(c2ccccc2F)CC1,3,2,-20,0.3,-5,-4,-3
COc1ccc2nc3cc(Cl)ccc3c(Nc3cc(CN4CCCC4)c(O)c(CN4CCCC4)c3)c2n1,-6,43,.,5.0,19,2,-14
CO[C@H](CN(C)S(=O)(=O)c1cn(C)cn1)[C@@H](C)CN(C(=O)Nc1ccc(F)cc1)[C@H](C)CO,5,-16,0,0.6,.,1,.
Cc1csc2nc(CNS(=O)(=O)c3ccc4c(c3)OCCO4)cn12,-4,-6,.,-1.4,-12,-5,4
O=C(CC1C(=O)NCCN1C(=O)Nc1ccc(Cl)cc1)Nc1ccc(F)cc1 (stereo not drawn),2,14,-34,3.2,16,7,3
O=C(NCCc1ccc2c(c1)OCCO2)c1ccccn1,-1,-23,6,1.9,-98,-1,-1
O=C(CCNS(=O)(=O)c1cccc2nsnc12)NCc1ccco1,-2,-1,-7,3.2,5,0,-5
Cc1ccc(/C=c2/sc3n(c2=O)CCCN=3)o1,.,.,9,.,-82,.,-9
C[C@@H]1CN([C@@H](C)CO)C(=O)c2cc(NS(C)(=O)=O)ccc2O[C@@H](C)CCCCO[C@@H]1CN(C)S(=O)(=O)c1cccs1,-1,-10,20,-2.3,7,.,6[16.7 µM]
CC(C)(C)NC(=S)NCCc1ccccc1,.,.,17,.,-149,12,1
O=C(NCc1ccccc1)C1CNCC(C(=O)NCc2ccccc2)C1 (stereo not drawn),-6,6,6,2.8,2,2,.
O=C(CSc1nccn1Cc1ccccc1)NCc1ccccc1,.,2,4,1.4,.,.,22
O=C(O)c1ccc(COc2ccc([N+](=O)[O-])cc2)o1,15,-25,10,1.8,9,2,.
C[C@H]1CN([C@@H](C)CO)C(=O)Cc2cc(N(C)C)ccc2O[C@@H]1CN(C)S(=O)(=O)c1ccc(F)cc1,-6,0,-1,-1.9,-2,.,-5[16.7 µM]
Cc1ccc(SCC(=O)Nc2ccc3c(c2)C(=O)N(C)C3=O)cc1,11,6,8,-2.2,-2,-10,-4

# Whole records from above.
# Results for Cc1ccc(/C=c2/sc3n(c2=O)CCCN=3)o1 → DENV2 CPE rescue = .; EWS-Fli block = .; INS-1E GSIS act = 9; CFTR F508del cor = .; PAX8 reporter = -82; FN deposition inh = .; miR122 inh = -9
# Results for C[C@@H]1CN([C@@H](C)CO)C(=O)c2cc(NS(C)(=O)=O)ccc2O[C@@H](C)CCCCO[C@@H]1CN(C)S(=O)(=O)c1cccs1 → DENV2 CPE rescue = -1; EWS-Fli block = -10; INS-1E GSIS act = 20; CFTR F508del cor = -2.3; PAX8 reporter = 7; FN deposition inh = .; miR122 inh = 6[16.7 µM]
# Results for O=C(CSc1nccn1Cc1ccccc1)NCc1ccccc1 → DENV2 CPE rescue = .; EWS-Fli block = 2; INS-1E GSIS act = 4; CFTR F508del cor = 1.4; PAX8 reporter = .; FN deposition inh = .; miR122 inh = 22
